AmpC inh detg – qHTS Inhibitors of AmpC Beta-Lactamase (assay with detergent) | AmpC hydrolysis of nitrocefin, absorbance 480 nm, 0.01% Triton | Potency, µM (series often up to 114 µM), without a hit: at the highest dose activity change, negative = inhibition, most hits filed as inhibitors | 0.041% of 370,000 active;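 also: potency is read from the fitted curve at half-maximal effect; 0% = no-compound wells and -100% = no-enzyme wells; nearly all actives have a fitted effect of over 25% in size; some results filed as inactive show a strong effect at the top dose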
Target sequence (P00811 whole entry, looked up): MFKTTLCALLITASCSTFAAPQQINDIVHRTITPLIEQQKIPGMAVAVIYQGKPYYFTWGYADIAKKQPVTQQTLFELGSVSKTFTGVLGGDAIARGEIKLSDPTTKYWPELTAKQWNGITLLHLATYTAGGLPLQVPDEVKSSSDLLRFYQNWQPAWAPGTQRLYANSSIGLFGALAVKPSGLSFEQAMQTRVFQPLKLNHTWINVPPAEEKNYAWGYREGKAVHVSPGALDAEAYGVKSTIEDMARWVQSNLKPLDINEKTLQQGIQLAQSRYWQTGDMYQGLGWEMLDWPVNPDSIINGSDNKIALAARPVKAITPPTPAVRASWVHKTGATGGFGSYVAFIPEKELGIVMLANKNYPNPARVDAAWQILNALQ
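AmpC (5.3 nM in the dispensed reagent) in 20 mM phosphate pH 7.0 with 0.01% (detergent screen) or 0.0001% Triton X-100 was preincubated with compounds for 15 min at room temperature. Nitrocefin was then added from an 800 uM solution, and hydrolysis was followed at 480 nm.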
Sm TGR block – qHTS Assay for the Inhibitors of Schistosoma Mansoni Peroxiredoxins. Potency, µM (series often up to 114 µM), for inactives: at the highest dose activity change, negative = inhibition, usual class: inhibitors. AID 485364, 2010. Schistosoma mansoni thioredoxin glutathione reductase (TGR), Q962Y6. purified TGR, DTNB reduction, TNB absorbance 405 nm. 3% of 360,000 active; also: potency is read from the fitted curve at half-maximal effect; nearly all actives have a fitted effect of over 60% in size
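First, TGR (20 nM dispensed) and NADPH were mixed with compound. Second, a 15 min room-temperature incubation followed. Third, further NADPH and then DTNB were added to start the reaction. Finally, TNB absorbance was monitored kinetically.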
AMA1-RON2 inh – qHTS for Inhibitors of AMA1-RON; Towards Development of Antimalarial Drug Lead: Primary Screen; Plasmodium falciparum AMA1 (3D7) - RON2 peptide interaction; AlphaScreen AMA1-biotinylated RON2 peptide binding; Potency, µM (titrated, usually from 58.2 µM), for inactives: top-dose activity change, negative = inhibition, hits mostly inhibitors; 0.2% of 360,000 active; AID 720542, 2013;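 also: potency is read from the fitted curve at half-maximal effect; 0% = vehicle wells and -100% = peptide control; nearly all actives have a fitted effect of over 45% in size; some results filed as inactive show a strong effect at the top dose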
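AMA1 (3D7) with his tag at 25 nM final met compounds first, then biotinylated RON2 peptide at 25 nM; detection used donor plus acceptor beads, 10 µg/mL apiece, read by AlphaScreen after 30 min at room temperature.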
HCMV inh – qHTS Assay for inhibitors of the human cytomegalovirus (HCMV); HFF cells, HCMV-luciferase reporter, 72 h; hits give low values; activity change, negative = inhibition, % at 57.5 µM; 4.5% of 410,000 active; in the data active = activity change below about -60%; inconclusive = no clear call, values can overlap the other calls; inactive = above about -39%
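Human foreskin fibroblasts infected with luciferase-reporter HCMV at MOI 1 PFU/cell, compounds at two doses. Luciferase measured 72 h post infection; normalized to buffer-only basal and Salinomycin (10uM) controls.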
HCV inhibitor – qHTS Assay for Inhibitors of Hepatitis C Virus (HCV); Huh7.5.1 HCVcc-Cre infection, luciferase reporter, 44 h; Potency, µM (titrated, usually from 41.8 µM), for the others: at the highest dose activity change, negative = inhibition, usual class: inhibitors; 3.4% of 340,000 active; AID 651820, 2012; also: potency is read from the fitted curve at half-maximal effect
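After 44 h co-culture of compound, cells and HCVcc-Cre (~0.5 moi), substrate is added for 15 min at room temperature and luciferase measured over 15 sec. Cells were seeded at 1,000/well and pre-cultured 4 h.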
Giardia FBPA inh – qHTS Assay for Inhibitors of Fructose-1,6-bisphosphate Aldolase from Giardia Lamblia. A8B2U2. purified Giardia FBPA. Potency, µM (highest dose often 59.6 µM), for inactives: top-dose activity, negative = inhibition, usual class: inhibitors. 0.71% of 290,000 active. AID 2451, 2010; also: potency is read from the fitted curve at half-maximal effect; nearly all actives have a fitted effect of over 55% in size
Target sequence (A8B2U2 whole entry, looked up): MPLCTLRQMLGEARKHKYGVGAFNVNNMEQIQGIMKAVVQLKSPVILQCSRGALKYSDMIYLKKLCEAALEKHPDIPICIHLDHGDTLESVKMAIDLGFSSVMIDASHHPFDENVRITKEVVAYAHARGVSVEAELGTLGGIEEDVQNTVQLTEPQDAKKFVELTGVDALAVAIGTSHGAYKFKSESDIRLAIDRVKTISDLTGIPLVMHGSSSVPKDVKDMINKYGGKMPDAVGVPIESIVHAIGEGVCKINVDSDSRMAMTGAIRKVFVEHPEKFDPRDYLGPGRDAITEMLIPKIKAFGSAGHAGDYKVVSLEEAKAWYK
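Giardia FBPA (40 nM reagent) was preincubated 10 min at RT with compound (up to 57.5 uM final), then substrate plus GAPDH/TPI/NAD/arsenate coupling system with diaphorase/resazurin was added; resorufin fluorescence (525/598 nm) was read after 20 min.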
* hit, by the source's call; & = joins results of further samples; [ ] = remark or other dose. Unless noted, calls follow the shape of the dose curve; as a rule, active = well fitted curve in the direction sought with a large enough effect; inconclusive = small, poorly fitted or top-dose-only effect, or another doubt; inactive = no such curve, though single readings can be large; an effect the other way counts as inactive or inconclusive. Unless noted, % is scaled to controls: 0 for no effect and ±100 for the full control effect.

Clc1ccccc1Cn1c(/C=C/c2ccco2)nc2ccccc21 was read as AmpC inh detg inconclusive, Sm TGR block 32µM*, AMA1-RON2 inh -20%, HCMV inh -31, HCV inhibitor inconclusive and Giardia FBPA inh -9%.
CC(C)OC(=O)CSc1nnc2c(n1)[nH]c1ccc(F)cc12 was read as AmpC inh detg inconclusive, Sm TGR block -7%, AMA1-RON2 inh 0%, HCMV inh -88*, HCV inhibitor -26% and Giardia FBPA inh -8%.
For COc1ccccc1-n1c(SCC(=O)NC2CCCCC2)nc2c(c1=O)SCC2 the results were AmpC inh detg -9%, Sm TGR block 0%, AMA1-RON2 inh -3%, HCMV inh 2, HCV inhibitor -1% and Giardia FBPA inh 1%.
`CCc1nnc(NC(=O)CCC(=O)N2CCN(c3ccccn3)CC2)s1` gave AmpC inh detg 0%, Sm TGR block -5%, AMA1-RON2 inh -10%, HCMV inh 32, HCV inhibitor -4% and Giardia FBPA inh 5%.
Screening Cc1ccc(C)c(S(=O)(=O)c2nnn3c2nc(NC2CCCCC2)c2sccc23)c1 returned AmpC inh detg -4%, Sm TGR block 5% and HCMV inh -30.
For Cn1cccc1/C=C1\CCC/C(=C\c2cccn2C)C1=O the results were AmpC inh detg 0%, Sm TGR block -29%, AMA1-RON2 inh inconclusive, HCMV inh 75, HCV inhibitor 13µM* and Giardia FBPA inh -21%.
Screening O=C(Nc1ccc(N2CCOCC2)cc1N1CCOCC1)c1ccc(F)cc1 returned AMA1-RON2 inh -10%, HCMV inh -25 and HCV inhibitor -7%.
Cc1[nH]c2ccccc2c1C(=O)CSc1nc2ccccc2[nH]1 was read as AmpC inh detg -2%, Sm TGR block 14%, AMA1-RON2 inh -1%, HCMV inh 39, HCV inhibitor inconclusive and Giardia FBPA inh -7%.
Screening Cc1ccc(C(=O)ONc2ccc(N=NC(=O)c3ccccc3O)cc2)cc1 returned AmpC inh detg -5%, Sm TGR block -25%, AMA1-RON2 inh 15%, HCMV inh 43, HCV inhibitor 15% and Giardia FBPA inh -17%.
CC(=O)c1cc(-c2ccccc2)n(CCC(=O)NC2CCCCCC2)c1C was read as AmpC inh detg -4%, Sm TGR block -10%, AMA1-RON2 inh -3%, HCMV inh -31, HCV inhibitor 5% and Giardia FBPA inh 1%.
For N#Cc1c(-c2ccc(F)cc2)nc(-c2ccccc2)[nH]c1=O the results were AmpC inh detg 6%, Sm TGR block 19%, AMA1-RON2 inh -4%, HCMV inh inconclusive, HCV inhibitor 9% and Giardia FBPA inh 21%.
For COc1ccccc1N1CCN(C(=O)CSc2n[nH]c(-c3ccccc3Cl)n2)CC1 the results were AmpC inh detg 1%, Sm TGR block 1% and HCMV inh 0.
O=C(CN1CSCC1=O)N1CCN(S(=O)(=O)c2cc(C(F)(F)F)ccc2Cl)CC1 was read as AmpC inh detg 0%, Sm TGR block 1%, AMA1-RON2 inh 2%, HCMV inh -17 and HCV inhibitor inconclusive.
For O=C(CC1Nc2ccccc2NC1=O)Nc1ccccc1NC(=O)CC1Nc2ccccc2NC1=O (centres undefined) the results were AmpC inh detg -6%, Sm TGR block inconclusive and Giardia FBPA inh -13%.
O=C(Cn1c(=O)sc2ccccc21)Nc1ccc(S(=O)(=O)N2CCCCC2)cc1 was read as AmpC inh detg -2%, Sm TGR block -8%, AMA1-RON2 inh -41%, HCMV inh 5, HCV inhibitor -2%&-29% and Giardia FBPA inh -1%.
CC[C@]12c3[nH]c4ccc(Cl)cc4c3CCN1C(=O)[C@@H](CC(=O)NCc1ccc(OC)c(OC)c1)C[C@@H]2C(=O)N1CCN(C(=O)C2CC2)CC1 was read as AMA1-RON2 inh -1%, HCMV inh -13 and HCV inhibitor inconclusive.
O=C(OCc1ccccc1)C1=NNC2C(=O)N(Cc3ccccc3)C(=O)C12 (centres undefined) was read as AmpC inh detg 0%, AMA1-RON2 inh 37%[activator], HCMV inh 58, HCV inhibitor 17% and Giardia FBPA inh 0%.
COc1ccc(-n2nc3cc(C)c(NC(=O)c4ccc(-c5ccc(Br)cc5)o4)cc3n2)cc1 was read as AmpC inh detg 12%, Sm TGR block -12% and HCMV inh 61.
Screening CCOCCCNc1nc(-c2ccccc2)nc2ccccc12 returned AmpC inh detg -9%, Sm TGR block -11%, AMA1-RON2 inh 20%, HCMV inh -15, HCV inhibitor -23% and Giardia FBPA inh -12%.
Screening CCCCNC(=O)C1CCC(CNS(=O)(=O)c2cccc3nsnc23)CC1 (centres undefined) returned AmpC inh detg -2%, Sm TGR block -2%, AMA1-RON2 inh -1%, HCMV inh -16, HCV inhibitor -7% and Giardia FBPA inh -1%.

In the list so far, these have fluorine.
CC(C)OC(=O)CSc1nnc2c(n1)[nH]c1ccc(F)cc12 was read as AmpC inh detg inconclusive, Sm TGR block -7%, AMA1-RON2 inh 0%, HCMV inh -88*, HCV inhibitor -26% and Giardia FBPA inh -8%.
Screening O=C(Nc1ccc(N2CCOCC2)cc1N1CCOCC1)c1ccc(F)cc1 returned AMA1-RON2 inh -10%, HCMV inh -25 and HCV inhibitor -7%.
For N#Cc1c(-c2ccc(F)cc2)nc(-c2ccccc2)[nH]c1=O the results were AmpC inh detg 6%, Sm TGR block 19%, AMA1-RON2 inh -4%, HCMV inh inconclusive, HCV inhibitor 9% and Giardia FBPA inh 21%.
O=C(CN1CSCC1=O)N1CCN(S(=O)(=O)c2cc(C(F)(F)F)ccc2Cl)CC1 was read as AmpC inh detg 0%, Sm TGR block 1%, AMA1-RON2 inh 2%, HCMV inh -17 and HCV inhibitor inconclusive.

Structural class, those above with a furan ring, fused or not.
Clc1ccccc1Cn1c(/C=C/c2ccco2)nc2ccccc21 was read as AmpC inh detg inconclusive, Sm TGR block 32µM*, AMA1-RON2 inh -20%, HCMV inh -31, HCV inhibitor inconclusive and Giardia FBPA inh -9%.
COc1ccc(-n2nc3cc(C)c(NC(=O)c4ccc(-c5ccc(Br)cc5)o4)cc3n2)cc1 was read as AmpC inh detg 12%, Sm TGR block -12% and HCMV inh 61.

(list continues)
Screening COc1ccccc1OCCSc1nnnn1-c1ccc(C)cc1 returned AmpC inh detg -6%, Sm TGR block -2%, AMA1-RON2 inh 31%[activator], HCMV inh 106, HCV inhibitor -24% and Giardia FBPA inh 0%.
For CC(C)N(C(=O)[C@H]1C[C@H](CC(=O)NC(C)(C)C)C(=O)N2CCc3c([nH]c4ccc(Cl)cc34)[C@]12C)C(C)C the results were AMA1-RON2 inh -12%, HCMV inh -31 and HCV inhibitor inconclusive.
COc1cccc(-c2nnc(SCC(=O)Nc3ccc(S(N)(=O)=O)cc3)n2C)c1 was read as AmpC inh detg inconclusive, Sm TGR block inconclusive, AMA1-RON2 inh -9%, HCMV inh 83, HCV inhibitor -13% and Giardia FBPA inh 9%.
For COCCNC(=O)c1ccc(-n2c(-c3ccccc3)cc3c2CCCCC3)cc1 the results were AmpC inh detg 7%, Sm TGR block 30% and HCMV inh -99*.
CCOC(=O)c1scc(-c2ccc(C)cc2)c1S(=O)(=O)Nc1ccc(OC)c(Cl)c1 was read as AmpC inh detg 27%, Sm TGR block -15% and HCMV inh 7.
`Cc1cc(C)nc(/N=C(\NC(=O)C(C)(C)C)Nc2ccc(F)cc2)n1` gave AmpC inh detg -3%, Sm TGR block -7%, AMA1-RON2 inh -21%, HCMV inh 26, HCV inhibitor -1% and Giardia FBPA inh -6%.
For O=S(=O)(NCc1cccs1)c1cccc2cccnc12 the results were AmpC inh detg -3%, Sm TGR block 0%, AMA1-RON2 inh 11%, HCMV inh 13, HCV inhibitor 1% and Giardia FBPA inh -16%.
Screening COc1cc(/C(C)=N/Nc2ccc(C(=O)O)cc2)cc(OC)c1OC returned AmpC inh detg -3%, Sm TGR block -22%, AMA1-RON2 inh 11%, HCMV inh 34, HCV inhibitor 13% and Giardia FBPA inh 2%.
Screening C=CCn1c(SC(C)C(=O)Nc2ccc(Cl)cn2)nnc1C1CC1 (centres undefined) returned AmpC inh detg inconclusive, Sm TGR block -9%, AMA1-RON2 inh -7%, HCMV inh -13 and HCV inhibitor 2%.
For O=S(=O)(c1cccc(F)c1)N1CCC(CO)(Cc2cccc(F)c2)CC1 the results were AmpC inh detg 4%, Sm TGR block 21%, AMA1-RON2 inh 21%, HCMV inh 33, HCV inhibitor 7% and Giardia FBPA inh -6%.
`COc1ccc(C(=O)N/N=C(\C)CC(=O)Nc2ccccn2)cc1OC` gave AmpC inh detg -13%, Sm TGR block -7%, AMA1-RON2 inh 51%[activator], HCMV inh 13, HCV inhibitor 0% and Giardia FBPA inh -18%.
`O=S(=O)(c1cccc(Cl)c1)n1c(/C=C/c2ccccc2Cl)nc2ccccc21` gave AmpC inh detg -6%, Sm TGR block 8% and HCMV inh -25.
COCC1CCN(Cc2nc(-c3cccs3)no2)C1 (centres undefined) was read as AmpC inh detg -5%, Sm TGR block -19%, AMA1-RON2 inh 6%, HCMV inh 102, HCV inhibitor 6% and Giardia FBPA inh -1%.
`O=C(NC1CCCc2ccccc21)c1cccc(S(=O)(=O)N2CCOCC2)c1` (centres undefined) gave AmpC inh detg -17%, Sm TGR block -3%, AMA1-RON2 inh -3%, HCMV inh 42, HCV inhibitor -5% and Giardia FBPA inh -8%.
CN1C2CCC1CC(OC(=O)c1ccc([N+](=O)[O-])cc1)C2 (centres undefined) was read as AmpC inh detg -9%, Sm TGR block 1%, AMA1-RON2 inh -3%, HCMV inh -18, HCV inhibitor 10% and Giardia FBPA inh 6%.
Screening N#CC(c1ccc(O)cc1)N1CCCCC1 (centres undefined) returned AmpC inh detg 1%, Sm TGR block -25%, AMA1-RON2 inh 24%, HCMV inh -20, HCV inhibitor -15% and Giardia FBPA inh inconclusive.
Screening O=C(Nc1ccc(Br)cc1)c1cccc(N2C(=O)C3C4CCC(C4)C3C2=O)c1 (centres undefined) returned AmpC inh detg -10%, Sm TGR block -2%, AMA1-RON2 inh -2%, HCMV inh -81*, HCV inhibitor 25µM* and Giardia FBPA inh 1%.
`Cc1ccc(C(=O)CCC(=O)OC(C)C(=O)NC2CCCCC2C)cc1` (centres undefined) gave AmpC inh detg -7%, Sm TGR block -4%, AMA1-RON2 inh 11%, HCMV inh 10 and HCV inhibitor -16%.
Screening COc1ccccc1OC(C)C(=O)Nc1ccc(S(=O)(=O)N2CCN(C)CC2)cc1 (centres undefined) returned AmpC inh detg 0%, Sm TGR block -1%, AMA1-RON2 inh 7%, HCMV inh 43, HCV inhibitor 12% and Giardia FBPA inh 7%.

Compound activity as filed in PubChem BioAssay.
